# Screening results deposited in PubChem BioAssay by several laboratories.
# BCLXL inh – inhibitors of human Bcl-xL | GST-Bcl-xL / FITC-Bim BH3 peptide fluorescence polarization | inhibition, % at 10.9 µM | 320,000 compounds, 0.7% hits;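 active = inhibition above the mean of all tested compounds plus 3 SD, cutoff set per campaign, cut at about 30% in these data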;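 also: 0% = DMSO wells and 100% = unlabeled Bim-BH3 peptide competitor; inhibitors lower millipolarization by displacing the labeled peptide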
# CIT2-GFP yeast – yeast TOR pathway CIT2-GFP modulation; S. cerevisiae CIT2-GFP strain, flow cytometry, 3 h; 100 means same as DMSO wells; GFP response vs DMSO, % at 10 µM; 320,000 compounds, 0.065% hits; AID 2029;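 active = GFP response relative to DMSO above a set limit, near the screen mean plus 3 SD, cut at about 150% in these data; inconclusive = Fewer than 70 cells measured for a yeast strain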;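 also: ratio of well median GFP fluorescence to mean of DMSO wells on the plate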
# MEX-5 binding – C. elegans MEX-5 TCR-2 RNA binding activity; Q9XUB2; MEX-5/FITC-TCR2 RNA binding, fluorescence polarization; stronger effect = lower value; activity score (negative = inhibition of binding), % at 10 µM; 300,000 compounds, 0.38% hits;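 active = inhibition past about -25% in most replicates, and total fluorescence under double the plate's negative control median, limit read from the data; inconclusive = replicates evenly split on the limit, or fluorescence at least double controls; inactive = too little inhibition in most replicates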;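 also: 0% = DMSO and -100% = 5 µM competing unlabeled TCR2 RNA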
# Target sequence (Q9XUB2 whole entry, looked up): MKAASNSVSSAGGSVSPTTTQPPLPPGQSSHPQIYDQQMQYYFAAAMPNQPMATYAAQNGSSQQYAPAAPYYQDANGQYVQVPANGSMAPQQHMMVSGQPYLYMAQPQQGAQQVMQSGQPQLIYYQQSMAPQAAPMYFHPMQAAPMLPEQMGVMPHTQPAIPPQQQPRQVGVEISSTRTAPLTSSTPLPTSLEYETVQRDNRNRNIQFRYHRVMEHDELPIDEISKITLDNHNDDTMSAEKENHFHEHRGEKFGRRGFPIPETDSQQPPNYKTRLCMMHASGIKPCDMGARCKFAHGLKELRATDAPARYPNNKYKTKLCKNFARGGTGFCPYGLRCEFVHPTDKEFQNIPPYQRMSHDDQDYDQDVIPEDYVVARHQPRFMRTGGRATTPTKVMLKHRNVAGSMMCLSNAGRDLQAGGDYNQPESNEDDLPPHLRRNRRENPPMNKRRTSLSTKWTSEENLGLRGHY
# MCL1-BIM inh – inhibitors of human MCL1 binding to BIM-BH3 peptide; inhibition, % at 10.9 µM; Q07820; AID 2057; GST-MCL1 / FITC-Bim-BH3 fluorescence polarization; 320,000 compounds, 0.68% hits;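 active = inhibition above the mean inhibition of all tested compounds plus 3 SD, set per campaign, cut at about 40% in these data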;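 also: 0% = DMSO wells and 100% = unlabeled Bim-BH3 peptide control; higher means more loss of mP so more displacement of Bim peptide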
# VLA-4 inh – inhibition in a human VLA-4 binding assay | inhibition, % (about 7 µM as worked out from the volumes in the protocol) | P13612 | 330,000 compounds, 0.2% hits | VLA-4 expressing cells, ligand binding flow cytometry; in the data active = inhibition above about 50%
# GRK2 aptamer HTS – blocks RNA aptamer binding to human GRK2 | P25098 | bead flow cytometry, FAM-aptamer displacement from GRK2 | 330,000 compounds, 0.59% hits | inhibition of aptamer binding, % at 10 µM | AID 488847;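 active = inhibition of aptamer binding above 40%, roughly 3 SD of noise, on plates passing a quality check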;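 also: median bead fluorescence of bound FAM aptamer so fluorescent compounds give negative values; no value below 0 was filed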
# GLD-1 RNA inh – GLD-1-TGE RNA interaction inhibition (C. elegans) | 320,000 compounds, 0.44% hits | Q17339 | AID 2280 | purified GLD-1 + fluorescein TGE RNA, fluorescence polarization | inhibition, % at 5.96 µM;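 active = percent inhibition above a per-plate cutoff, the plate mean of test compounds plus 3 SD, cut at about 30% in these data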;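 also: 0% = DMSO wells with GLD-1 and probe and 100% = wells lacking GLD-1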
# Target sequence (Q17339 whole entry, looked up): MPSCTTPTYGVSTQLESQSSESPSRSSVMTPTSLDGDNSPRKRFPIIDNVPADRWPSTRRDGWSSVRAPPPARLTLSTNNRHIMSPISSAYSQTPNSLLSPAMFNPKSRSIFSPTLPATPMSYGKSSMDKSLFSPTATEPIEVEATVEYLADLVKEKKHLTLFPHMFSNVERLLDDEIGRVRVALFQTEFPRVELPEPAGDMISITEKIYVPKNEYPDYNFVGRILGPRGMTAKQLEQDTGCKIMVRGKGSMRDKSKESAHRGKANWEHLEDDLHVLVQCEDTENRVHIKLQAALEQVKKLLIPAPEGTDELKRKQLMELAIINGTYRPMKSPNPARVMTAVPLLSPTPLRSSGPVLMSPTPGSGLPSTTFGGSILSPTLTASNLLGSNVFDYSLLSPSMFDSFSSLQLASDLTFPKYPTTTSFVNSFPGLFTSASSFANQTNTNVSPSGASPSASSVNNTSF
# Yeast superoxide – lowers age-related superoxide in aged yeast cells | 330,000 compounds, 0.18% hits | superoxide response (% of plate mean), % at 10 µM | S. cerevisiae aged cells, superoxide DHE fluorescence; stronger effect = lower value;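 active = superoxide response under a set limit, about three screen SD below normal, cut at about 65% in these data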;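 also: yeast aged for seven days with compound at 30 °C before DHE staining; 100% = average MFI of all compound-treated wells on the plate with controls excluded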
# AGP1-GFP MLPCN – yeast TOR pathway AGP1-GFP modulation. S. cerevisiae AGP1-GFP multiplex flow cytometry, 3 h; GFP as percent of DMSO wells. GFP response vs DMSO, % at 10 µM. 320,000 compounds, 0.02% hits;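 active = GFP response relative to DMSO above a set limit, near screen average plus 3 SD, cut at about 150% in these data; inconclusive = fewer than 70 cells counted for the yeast strain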;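 also: median GFP channel fluorescence of the gated AGP1 strain per well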
# * hit, by the source's call; ? = inconclusive; / = no result given; [ ] = another dose, or the depositor's remark.
SMILES,BCLXL inh,CIT2-GFP yeast,MEX-5 binding,MCL1-BIM inh,VLA-4 inh,GRK2 aptamer HTS,GLD-1 RNA inh,Yeast superoxide,AGP1-GFP MLPCN
CN1CCC(N(C)C(=O)c2cc(-c3ccccc3Cl)nc3ccccc23)CC1,-1,88,/,1,-10,0,-4,100,95
CN1CCN(S(=O)(=O)c2ccc([N+](=O)[O-])cc2)CC1,2,112,-3.4,8,3,2,-2,98,100
O=S(=O)(Nc1nc2ccccc2nc1Nc1ccc(N2CCOCC2)cc1)c1cc(Cl)ccc1Cl,4,104,-16,9,-5,1,-5,92,105
O=C(COc1cc(Cl)c(Cl)cc1Cl)Nc1ccc([N+](=O)[O-])cc1Cl,7,111,-0.8,13,4,0,-2,94,103
Cc1ccc(C)c(NC(=O)CN(C)C(=O)c2ccc(S(=O)(=O)N3CCCCCC3)cc2)c1,-5,93,/,-11,28,0,8,101,96
O=C(COc1ccc(Cl)cc1)N1CCCC1,3,97,-0.4,1,20,0,-6,97,/
Cc1ccc(Cl)c2sc(N3CCN(C(=O)c4ccco4)CC3)nc12,7,78,-1.4,5,-7,1,5,98,99
Cc1ncc(CN2CCCCC2C(=O)Nc2ccc(Oc3ccccc3)nc2)cn1 (stereo not given),0,97,2.3,1,2,0,-1,113,102
Cc1cc(C)c(S(=O)(=O)N(C)Cc2cnn(C)c2)c(C)c1,2,92,-3.0,2,21,0,7,100,98
Cc1ccc(/C=N/Nc2nc3ccccc3s2)o1,2,99,-5.7,0,12,0,1,100,88
COc1ccccc1-c1cc(C(=O)Nc2cccnc2Cl)no1,0,96,-0.3,-13,-5,0,3,99,97
CCc1ccc(NC(=O)c2[nH]c(C)c(C(C)=O)c2C)cc1,5,98,-1.4,-2,0,0,-8,109,97
CC(=O)Nc1ccc(S(=O)(=O)NCC(=O)OCC(=O)N2CCCCCC2)cc1,2,95,/,-6,9,4,1,107,101
O=C(O)c1ccccc1C(=O)Nc1n[nH]c(=S)s1,0,101,3.2,-4,3,0,1,97,109
O=C(NCc1cccnc1)c1c(F)c(F)c(F)c(F)c1F,-1,90,1.9,-1,14,3,-7,99,100
Cc1ccc(N2C(=O)CC(Sc3ccccc3C(=O)O)C2=O)cc1C (stereo not given),6,101,0.2,6,11,3,-1,98,110
Cc1cc(C)c(NC(=O)CSCc2nc3sc(C)c(C)c3c(=O)[nH]2)c(Cl)c1,-17,89,/,-35,-495,0,-47,123,89
COc1cccc(N2C(=O)CC(NNc3nc4ccccc4s3)C2=O)c1 (stereo not given),5,87,0.3,8,-1,1,3,102,101
Clc1ccccc1-c1nnc2sc(-c3ccc4c(c3)OCO4)nn12,-1,91,1.3,2,-8,3,11,125,98
Nc1nc(SCC(=O)Nc2ccc3c(c2)CCC3)n[nH]1,-2,96,-2.8,3,13,6,-3,102,95

# Full records, looked up by structure. Order of values: BCLXL inh, CIT2-GFP yeast, MEX-5 binding, MCL1-BIM inh, VLA-4 inh, GRK2 aptamer HTS, GLD-1 RNA inh, Yeast superoxide, AGP1-GFP MLPCN
# Nc1nc(SCC(=O)Nc2ccc3c(c2)CCC3)n[nH]1 as listed: -2, 96, -2.8, 3, 13, 6, -3, 102, 95
# CCc1ccc(NC(=O)c2[nH]c(C)c(C(C)=O)c2C)cc1 as listed: 5, 98, -1.4, -2, 0, 0, -8, 109, 97

# Exported as tab-separated lines: part of the list above.
Compound	BCLXL inh	CIT2-GFP yeast	MEX-5 binding	MCL1-BIM inh	VLA-4 inh	GRK2 aptamer HTS	GLD-1 RNA inh	Yeast superoxide	AGP1-GFP MLPCN
O=C(NCc1cccnc1)c1c(F)c(F)c(F)c(F)c1F	-1	90	1.9	-1	14	3	-7	99	100
Cc1ccc(N2C(=O)CC(Sc3ccccc3C(=O)O)C2=O)cc1C (stereo not given)	6	101	0.2	6	11	3	-1	98	110

# Next section.
SMILES,BCLXL inh,CIT2-GFP yeast,MEX-5 binding,MCL1-BIM inh,VLA-4 inh,GRK2 aptamer HTS,GLD-1 RNA inh,Yeast superoxide,AGP1-GFP MLPCN
O=[N+]([O-])c1ccc(CSc2nc3ncc(Br)cc3[nH]2)cc1,1,110,0.1,-6,-2,0,0,89,119
COc1ccc(C2=NOC(C(=O)NCc3ccc(F)cc3)C2)cc1OC (stereo not given),-10,97,-0.4,-6,27,0,-2,95,87
C[C@H](N)c1nnc(SCc2ccc(Cl)cc2Cl)o1,4,100,0.1,1,5,3,1,92,110
COc1ccccc1N=Cc1c(C)[nH]n(-c2ccc(C)cc2C)c1=O,3,101,1.8,5,-8,0,4,98,97
COCC(=O)NNC(=S)Nc1cccc(C)c1C,5,96,-2.7,10,4,2,1,86,96
O=C(O)CCCCNCc1ccccc1,-2,98,1.2,3,-13,4,1,88,99
CC(C)C12CN3CC(C(C)C)(CN(C1)C31C(=O)Nc3ccccc31)C2=O (stereo not given),13,100,-3.8,9,16,1,0,115,102
O=C(CSc1nnc(Cc2ccccc2)o1)Nc1ccc(Br)cn1,-3,101,-0.6,2,5,0,-1,105,105
CC(C)(C)c1ccc(C2C(C#N)=C(N)Oc3n[nH]c(-c4cccnc4)c32)cc1 (stereo not given),6,94,1.3,4,0,0,7,106,103
O=c1c2nncn2c2cc(C(F)(F)F)ccc2n1CCNc1ncc(C(F)(F)F)cc1Cl,-3,103,-4.0,5,-9,0,-3,109,112
CS(=O)(=O)N1CCN(C2C3CC4CC(C3)CC2C4)CC1 (stereo not given),6,90,-2.1,0,8,0,2,96,97
Cc1cc(-c2nnc(CCC(=O)NC(C)(C)C34CC5CC(CC(C5)C3)C4)o2)no1,3,87,-3.9,-3,-9,0,6,106,100
CCOC(=O)CC1C(=O)NCCN1S(=O)(=O)c1ccc(OC)cc1 (stereo not given),-1,95,1.0,-3,-7,0,-1,96,102
CCOC(=O)n1c(=O)n(Cc2ccc(Cl)c(Cl)c2)c2ccccc21,0,87,0.9,0,0,0,2,111,104
COc1ccc(NC(=S)NC(=O)/C=C/c2ccco2)cc1,6,99,0.9,1,11,0,-1,105,91
C#Cc1ccc([C@@H]2C=C(C(=O)N3CCOCC3)O[C@H](OCC)[C@H]2CCCO)cc1,2,79,-0.5,7,2,0,-2,107,81
CCc1c(C(C)S(=O)(=O)c2ccc(C)cc2)[nH]c(=O)n1-c1ccc(OC(F)(F)F)cc1 (stereo not given),8,79,-4.4,3,1,3,4,98,87
CC(C)(C)c1ccc(OCCCC(=O)N2CCOCC2)cc1,6,101,-2.0,4,6,6,4,113,98
Cc1ccc(S(=O)(=O)N(C)C)cc1-n1c(SCC(=O)Nc2ccc(F)cc2)nc2ccccc2c1=O,4,100,1.4,5,-7,1,5,93,102
COc1ccc(CN2CC(=O)N3[C@H]4c5ccc(OC)cc5OC[C@@H]4[C@H](c4ccccc4)[C@]3(C)C2=O)cc1,6,100,/,5,10,1,21,107,96
COc1ccc(-c2oc3ccccc3c2C(=O)OCc2ccccc2)cc1,3,93,-1.9,6,5,0,1,104,84
N=C1c2ccccc2CN1NC(=O)c1cccc(S(=O)(=O)N2CCOCC2)c1,0,104,-0.1,-4,7,0,1,90,99
CCOC(=O)C(C(C)=O)=C1SC2CS(=O)(=O)CC2S1 (stereo not given),-8,91,0.1,-6,2,0,5,125,94
Cc1ccc(/C(O)=C2\C(=O)C(=O)N(C)C2c2ccc([N+](=O)[O-])cc2)cc1 (stereo not given),-1,106,-2.8,-1,14,0,3,106,145
CCCn1c(NC(=O)c2ccc(Cl)c(S(=O)(=O)N3CCCC3)c2)nc2ccccc21,5,104,3.0,1,-7,0,3,106,104
Cc1ccc(-c2nnc(SCC(=O)Nc3ccc(S(=O)(=O)N4CCCCCC4)cc3)o2)cc1,6,98,0.8,9,-3,0,4,106,/
CCOc1ccc(NS(=O)(=O)c2ccc(C(=O)NCC3(N(C)C)CCCCC3)cc2)cc1,-3,91,-0.1,-8,12,6,0,68,106
Cc1ccc(C(C)C)c(OCC(=O)N/N=C2\CC(=O)CC(C)(C)C2)c1,4,103,-0.1,4,2,0,10,104,99
O=C1OC(CC(=O)N(Cc2nnc(-c3ccc(Cl)cc3)o2)C2CC2)c2ccccc21 (stereo not given),3,94,/,-4,1,0,0,86,95
CC(=O)OC(C)C[N+](C)(C)C (stereo not given),4,90,-1.5,-5,-2,1,3,96,92
Cc1ccc(N2C(=O)N(CC(=O)Nc3cc(C)cc(C)c3)C(=O)C2C)cc1 (stereo not given),7,98,-1.2,-1,10,2,2,97,103
COc1ccc(OCCOc2ccccc2[N+](=O)[O-])cc1,-1,95,0.0,-3,42,0,2,107,86
COc1ccccc1NS(=O)(=O)c1ccc(C(=O)NCc2ccco2)cc1,/,92,/,/,-4,1,1,85,97
N#CCCN(Cc1cccnc1)C(=S)NC(=O)C1CC1,0,68,-1.4,-6,-8,0,-11,101,51
COc1ccc(N(C(=O)c2cccnc2)S(=O)(=O)c2cccs2)cc1,5,94,-0.7,-2,18,0,5,98,102
Fc1cc(F)cc(-c2oncc2-c2nnnn2-c2ccccc2)c1,3,/,-1.4,1,3,0,-1,107,102
Cc1cccc(-c2noc(CN(C(=O)C(c3ccccc3)c3ccccc3)C(C)C)n2)c1,4,100,-1.8,4,-1,1,4,84,104
CCOC(=O)Nc1cc2c(C)cc(=O)oc2cc1C,-2,98,0.8,-2,5,0,-2,94,101
O=P(c1ccccc1)(c1ccccc1)C(c1ccco1)N1CCOCC1 (stereo not given),-1,92,0.4,-7,2,0,4,96,101
O=C(Cn1nnc(-c2ccc3c(c2)OCO3)n1)N1CCOCC1,3,97,-0.7,0,-5,1,2,91,107
COc1ccccc1N1CCN(S(=O)(=O)c2ccccc2F)CC1,-1,97,3.4,4,3,0,7,99,98
CN(CCNC(=O)CN1CCN(Cc2ccccc2Cl)C1=O)Cc1ccccc1,-3,107,-5.5,-3,3,0,-13,126,106
Cc1sc2ncnc(N3CCN(Cc4ccccc4)CC3)c2c1-c1ccccc1,4,98,0.2,10,-1,0,3,110,100
COc1ccc(NC(=O)COC(=O)c2cc(S(=O)(=O)N3CCCC3)ccc2O)cc1,/,109,/,/,-8,1,-2,75,96
CCOC(=O)C1=C(C)Nc2ccccc2N=C1NC(=O)CCCN1C(=O)c2ccccc2C1=O,4,?,4.2,1,-2,2,-1,91,23[may fluoresce violet]
O=C(CCc1ccccc1)Nc1ccc(F)cc1F,8,91,-1.0,1,-9,0,2,113,88
O=C(O)C1CN(C(=O)c2cccc(Br)c2)C1,5,105,1.5,5,-7,0,6,113,108
CC1=C(C(=O)Nc2cc(C(=O)N(C)Cc3ccccc3)ccc2C)SCCO1,0,100,-1.9,2,12,2,-3,89,99
O=C(CN(c1cccc(C(F)(F)F)c1)S(=O)(=O)c1ccc(Cl)c([N+](=O)[O-])c1)NCc1ccccc1Cl,3,96,1.0,3,9,3,7,106,98

# A section of the results above, as a working copy:
SMILES,BCLXL inh,CIT2-GFP yeast,MEX-5 binding,MCL1-BIM inh,VLA-4 inh,GRK2 aptamer HTS,GLD-1 RNA inh,Yeast superoxide,AGP1-GFP MLPCN
CC1=C(C(=O)Nc2cc(C(=O)N(C)Cc3ccccc3)ccc2C)SCCO1,0,100,-1.9,2,12,2,-3,89,99
O=C(CN(c1cccc(C(F)(F)F)c1)S(=O)(=O)c1ccc(Cl)c([N+](=O)[O-])c1)NCc1ccccc1Cl,3,96,1.0,3,9,3,7,106,98
